Bioassay records from PubChem BioAssay.
tim23-1 inh – growth inhibitors of tim23-1 mutant yeast | S. cerevisiae tim23-1 growth, BacTiter-Glo luminescence, 24 h | inhibition, % at 20 µM | 330,000 compounds, 1.3% hits;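 active means growth inhibition of the mutant yeast at or above 50%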;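 further: temperature-sensitive mutant grown at 25 °C; plate controls were DMSO-treated mutant yeast for no effect and medium wells lacking yeast for full effect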
697 NFkB inh – inhibitors of the PMA/ionomycin-induced NF-kB reporter in 697 B cells; AID 435022; inhibition, % at 4 µM; 330,000 compounds, 0.33% hits; 697 B-cell NF-kB luciferase reporter, 16 h; in the data active means inhibition above about 35%
APJ agonist – agonists of human APJ apelin receptor. CHO-K1 APJ PathHunter beta-arrestin, luminescence; 0% DMSO wells, 100% apelin. activation, % at 20 µM. 330,000 compounds, 0.11% hits;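 active means activation more than six SD over the plate average, tested at 20 µM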;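 further: 0% = DMSO alone and 100% = apelin-13 at 10 nM; some results filed as inactive read as strong as hits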
Target sequence (P35414 whole entry, looked up): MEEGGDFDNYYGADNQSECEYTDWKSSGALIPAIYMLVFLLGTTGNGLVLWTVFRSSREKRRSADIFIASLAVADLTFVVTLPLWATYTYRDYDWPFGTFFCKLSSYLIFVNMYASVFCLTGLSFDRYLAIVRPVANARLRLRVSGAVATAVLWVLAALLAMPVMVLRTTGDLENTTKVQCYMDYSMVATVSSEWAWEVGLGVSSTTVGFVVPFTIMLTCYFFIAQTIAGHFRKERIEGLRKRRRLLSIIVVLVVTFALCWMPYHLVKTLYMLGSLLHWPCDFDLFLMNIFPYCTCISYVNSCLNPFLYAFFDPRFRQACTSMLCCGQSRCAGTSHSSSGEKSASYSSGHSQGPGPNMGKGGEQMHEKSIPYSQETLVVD
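Test system: CHO-K1 APJ beta-arrestin complementation cell line | Compound: Single test compound dose, 20 µM final, 1% DMSO | Incubation: Compound 90 min 25 °C, reagent 1 h | Measured by: beta-gal luminescence | Read-out basis: APJ–arrestin association signal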
Mdm2-MdmX inh – human Mdm2/MdmX binding inhibition; SaOS-2 split-luciferase Mdm2/MdmX complementation, luminescence; inhibition, % at 8 µM; 330,000 compounds, 3% hits; AID 485346;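 active means inhibition of at least 50% at 8 µM in the primary screen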
Jurkat NFkB inh – lowers PMA/ionomycin-induced NF-kB signal in Jurkat cells. PMA/ionomycin-induced NF-kB luciferase reporter, luminescence. inhibition, % at 4 µM. 330,000 compounds, 0.53% hits. AID 435003; in the data active means inhibition above about 50%
CHOP UPR activ – apoptotic UPR (CHOP) activation | CHO-CHOP luciferase reporter, luminescence; percent of tunicamycin response over DMSO baseline | activation, % at 10 µM | 330,000 compounds, 0.34% hits | AID 449763;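 active means at 10 µM dose, activation of 40% or more, normalized to positive control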;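 further: 100% = tunicamycin at 10 µg/mL and 0% = DMSO alone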
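Dosing – one dose, 10 µM in 0.5% DMSO · System – CHO-CHOP cells, stable luciferase reporter of PERK-eIF2a-CHOP signalling · Input – 500 cells/well · Control set – tunicamycin 10 µg/mL final as positive, DMSO-only wells as negative · Timing – 6 h compound treatment, 37 °C · Measure – % activation vs tunicamycin · Technique – luminescence read with Steady-Glo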
XBP1 UPR activ – adaptive UPR (XBP1) activation. CHO-XBP1 luciferase reporter, IRE1-XBP1 UPR activation, luminescence; percent of tunicamycin response, DMSO as zero. activation, % at 20 µM. 330,000 compounds, 0.33% hits;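 active means versus positive control, 20 µM dose yields 30% or more activation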;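 further: 100% = tunicamycin at 10 µg/mL and 0% = DMSO only wells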
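Material: CHO-XBP1 cells stably carrying IRE1-XBP1-driven luciferase reporter / Amount: 1000 cells per well / Compound: 20 µM, 1% DMSO / Times: 6 h treatment, 37 °C / Detection: luciferase luminescence / Measure: % activation of reporter signal versus tunicamycin and DMSO controls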
APJ antagonist – APJ receptor antagonism. 330,000 compounds, 0.32% hits. inhibition, % at 20 µM. CHO-K1 APJ beta-arrestin complementation, luminescence. P35414. AID 2521;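 active means inhibition above about 40% at 20 µM, limit read from the data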;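 further: cells challenged with 10 nM apelin-13 agonist together with compound; plate controls were apelin-13 plus DMSO wells for no effect and DMSO wells lacking apelin-13 for full effect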
Numbers without * were called inactive.

| SMILES | tim23-1 inh | 697 NFkB inh | APJ agonist | Mdm2-MdmX inh | Jurkat NFkB inh | CHOP UPR activ | XBP1 UPR activ | APJ antagonist |
| --- | --- | --- | --- | --- | --- | --- | --- | --- |
| Cc1cccc(NC(=O)c2ccc([N+](=O)[O-])cc2Cl)n1 | 14 | -17 | 1 | -14 | -14 | 0.4 | 0 | -15 |
| COc1cccc(N2CCN(C(=O)CCS(=O)(=O)c3ccc4c(c3)oc(=O)n4C)CC2)c1 | 1 | 16 | -2 | 13 | 22 | 0.1 | -7 | 18 |
| O=C(Cc1ccccc1)N/N=C/c1cccnc1 | 22 | 7 | -4 | 15 | 7 | -1.6 | -3 | 10 |
| CCN1CCN(c2cc(C)c3cc(NC(=O)c4ccncc4)ccc3n2)CC1 | -5 | -4 | 2 | 2 | -5 | -1.1 | 0 | 12 |
| CN(CC(=O)Nc1ccccc1Cl)C(=O)c1ccccc1Sc1ccccc1C#N | 22 | 3 | -3 | 7 | -5 | 0.9 | 0 | 19 |
| Cc1nc2c(C(=O)NCc3ccc(F)cc3)c[nH]n2c(=O)c1Cl | 13 | 6 | 2 | 1 | -5 | -0.3 | 0 | -12 |
| Cc1ccc(NC(=O)COC(=O)Cn2cnc3c2c(=O)n(C)c(=O)n3C)cc1 | 8 | -7 | -2 | 6 | -9 | -1.1 | -2 | 1 |
| Cc1ccc(C(=O)CSc2nnc3c4ccccc4nc(Cc4ccccc4)n23)cc1 | -6 | 10 | -3 | 7 | 6 | 0.1 | 0 | -5 |
| C/C=C\C(=O)Nc1cccc(C2=NOC3(C2)C[C@H](C(N)=O)N(C(=O)[C@H]2CCC(=O)N2)C3)c1 (some centres undefined) | -11 | 13 | 0 | 12 | 4 | -0.5 | -1 | -53 |
| OCCNCCSc1ccc(Cl)cc1 | 12 | -12 | -1 | 8 | -6 | 0.7 | 4 | 3 |
| CC1(C)Cc2c(C#N)c(SCCO)nc(N3CCOCC3)c2CO1 | 18 | 1 | -1 | 17 | -18 | 0.5 | -1 | 6 |
| COc1cc(/C=N/NC(=O)CSc2ccccn2)ccc1OC(C)C | 28 | -9 | -5 | -28 | -5 | 5.9 | 1 | 37 |

New compounds follow
| SMILES | tim23-1 inh | 697 NFkB inh | APJ agonist | Mdm2-MdmX inh | Jurkat NFkB inh | CHOP UPR activ | XBP1 UPR activ | APJ antagonist |
| --- | --- | --- | --- | --- | --- | --- | --- | --- |
| O=C(Cn1cccc1C(=O)c1ccccc1)NCc1ccco1 | 13 | -4 | -4 | -13 | 13 | -0.1 | 6 | 6 |
| COc1ccc(CC(=O)OCC(=O)NCc2ccccc2Cl)cc1OC | -2 | -15 | -1 | -11 | -2 | -0.5 | -1 | -7 |
| COC(=O)c1cc(NC(=O)c2c(Cl)cnn2C)cc(C(=O)OC)c1 | -5 | 3 | 2 | 6 | -3 | 2.3 | 0 | 4 |
| Cc1cc(C)c(C#N)c(SCc2[nH]nc3c2C(c2ccc(F)cc2)C(C#N)=C(N)O3)n1 (centres undefined) | 14 | -19 | 0 | -8 | -6 | 3.4 | 2 | 14 |
| O=C1C(Cl)=C(N2CCCCCC2)C(=O)N1c1ccc(Br)cc1 | 36 | -26 | -2 | 7 | 9 | 3.6 | -2 | 14 |
| COc1c(Cl)cc(Cl)cc1CNCc1ccccc1 | -17 | 1 | -3 | -23 | -3 | 2.0 | -2 | 3 |
| CCCCC(CC)CNC(=O)Cn1c(=S)[nH]c2ncccc2c1=O (centres undefined) | 4 | -16 | 1 | -6 | 5 | 0.0 | -2 | 25 |
| O=C(NCCN1CCN(c2ccccc2)CC1)C1CCCN(S(=O)(=O)c2cnc[nH]2)C1 (centres undefined) | -5 | -11 | -1 | 14 | -5 | 0.0 | -3 | -3 |
| CCOC(=O)CSc1nc2cc(C(=O)NCC3CCCO3)ccc2c(=O)n1Cc1ccco1 (centres undefined) | 13 | 7 | -1 | -25 | 3 | -0.8 | 1 | 6 |
| Cc1ccc(S(=O)(=O)NC(=O)Nc2nc(-c3ccc(F)c(F)c3)cs2)cc1 | 4 | -41 | 0 | 4 | -15 | 0.5 | -3 | 0 |
| COc1cc(/C=C2\SC(=S)N(CCC(=O)NC3CCCC3)C2=O)cc(OC)c1OC | 16 | 8 | 3 | 44 | 19 | 1.2 | -2 | 4 |
| OC(Cn1cnnc1)c1ccccc1 (centres undefined) | 19 | -41 | -2 | -17 | -23 | 0.3 | -6 | -12 |

(cont.)
| SMILES | tim23-1 inh | 697 NFkB inh | APJ agonist | Mdm2-MdmX inh | Jurkat NFkB inh | CHOP UPR activ | XBP1 UPR activ | APJ antagonist |
| --- | --- | --- | --- | --- | --- | --- | --- | --- |
| O=C(CN1CCC(NC(=O)Nc2ccccc2)CC1)Nc1cccc([N+](=O)[O-])c1 | -1 | -3 | -1 | -7 | 6 | 0.5 | -7 | 2 |
| O=C(COC(=O)/C=C/c1cccc(Br)c1)NC1CCCCC1 | 4 | 1 | -3 | -25 | -7 | -0.6 | -4 | -1 |
| Cc1ccc(CNC(=O)C2CCCN(S(=O)(=O)c3ccc(F)cc3)C2)cc1 (centres undefined) | -7 | 13 | 0 | 11 | -4 | 2.4 | -9 | -1 |
| CCOC(=O)C1=NN(c2ccccc2)C2=NC(C)=C(C(=O)OC)C(c3cccs3)N12 (centres undefined) | 32 | 4 | -5 | 5 | 15 | -2.4 | 1 | 1 |
| Cc1cccc(NC(=O)CN(C)S(=O)(=O)c2cccs2)c1 | 12 | 0 | -1 | -13 | -13 | -0.3 | 0 | 11 |
| O=C(CSc1nncc(=O)[nH]1)NC1CCCCC1 | -7 | 21 | -3 | 9 | 8 | -0.7 | 4 | -26 |
| Cc1ccc(C(=O)Nc2ccc(Oc3ccc(C(=O)O)c(C(=O)O)c3)cc2)cc1C | -7 | -5 | 1 | 19 | -11 | 0.0 | -2 | -5 |
| OCC12COC(c3ccccc3)N1C(c1ccccc1)OC2 (centres undefined) | 16 | 0 | -4 | 21 | 2 | -2.1 | 3 | -17 |
| O=C(NCc1ccccc1F)C1CCN(S(=O)(=O)c2ccccc2)CC1 | 12 | 7 | -3 | -3 | -10 | -0.8 | -9 | -3 |
| CCC(C)(C)NC(=O)C(c1ccc(F)cc1)N(Cc1ccco1)C(=O)CCC(=O)Nc1ccccn1 (centres undefined) | 7 | -1 | -2 | 10 | -11 | 0.8 | -5 | 14 |
| Cc1ccc(CN2CCNC(=O)C2CC(=O)NCC(F)(F)F)o1 (centres undefined) | 20 | -7 | -3 | 9 | -4 | 2.1 | -3 | 2 |
| CN1CCN(c2cnn(-c3ccccc3)c(=O)c2Br)CC1 | 8 | -13 | -1 | -55 | -26 | 1.6 | -2 | -8 |

Following part.
| SMILES | tim23-1 inh | 697 NFkB inh | APJ agonist | Mdm2-MdmX inh | Jurkat NFkB inh | CHOP UPR activ | XBP1 UPR activ | APJ antagonist |
| --- | --- | --- | --- | --- | --- | --- | --- | --- |
| CCC(=NCc1ccc(Cl)c(Cl)c1)c1nc(-c2ccco2)oc1O | 23 | -15 | -5 | 15 | -14 | -1.5 | -3 | -12 |
| COc1nc(N=C(N)N)nc2ccc(C)cc12 | 9 | -25 | -4 | 29 | -19 | 0.3 | 1 | 8 |
| Cc1cccc(C(=O)OCC(=O)c2ccc3c(c2)NC(=O)CO3)c1 | -9 | -7 | -3 | -13 | -1 | 3.8 | -2 | 6 |
| NC(=O)C1CCN(c2ncc(C(F)(F)F)cc2Cl)CC1 | 7 | -26 | -2 | -30 | -4 | -1.4 | 1 | 7 |
| O=C(CN(C(=O)CNS(=O)(=O)c1ccccc1)C1CCCC1)NCC1CCCO1 (centres undefined) | 3 | -2 | -4 | 12 | -3 | 2.8 | -4 | 3 |
| COc1ccc(C2C(C#N)=C(N)Oc3cc(C)n(Cc4ccco4)c(=O)c32)cc1 (centres undefined) | -5 | 5 | -4 | 25 | 5 | -0.3 | -1 | -13 |
| CC(=O)c1ccc(O)c(CC=C(C)C)c1 | 19 | 9 | -4 | 39 | 8 | -1.2 | 2 | -7 |
| COc1cc(C(=O)N/N=C/c2cn(Cc3ccccc3)c3ccccc23)ccc1O | -5 | 11 | 14 | -11 | 10 | 2.4 | -6 | -20 |
| CCN(CC)CCn1c2ccc(Cl)cc2c2nc(C)sc21 | 15 | -15 | -2 | 20 | 18 | 1.7 | -4 | 20 |
| Cc1cc(Cl)ccc1-n1c(-c2cccnc2)n[nH]c1=S | -4 | -4 | -3 | 9 | -2 | -0.6 | 0 | 21 |
| O=S(=O)(Nc1ccc2ccccc2c1)c1ccccc1 | 30 | -13 | 2 | 28 | 1 | -1.1 | -1 | 1 |
| CCOC(=O)c1[nH]c2ccccc2c1NC(=S)Nc1cccc(C)c1C | 12 | 6 | 5 | 3 | 1 | 2.0 | 1 | 15 |

Ordered by number of heavy atoms (lowest first): some entries from above
| SMILES | tim23-1 inh | 697 NFkB inh | APJ agonist | Mdm2-MdmX inh | Jurkat NFkB inh | CHOP UPR activ | XBP1 UPR activ | APJ antagonist |
| --- | --- | --- | --- | --- | --- | --- | --- | --- |
| O=C(NCc1ccccc1F)C1CCN(S(=O)(=O)c2ccccc2)CC1 | 12 | 7 | -3 | -3 | -10 | -0.8 | -9 | -3 |
| O=C(CN(C(=O)CNS(=O)(=O)c1ccccc1)C1CCCC1)NCC1CCCO1 (centres undefined) | 3 | -2 | -4 | 12 | -3 | 2.8 | -4 | 3 |
| CCOC(=O)C1=NN(c2ccccc2)C2=NC(C)=C(C(=O)OC)C(c3cccs3)N12 (centres undefined) | 32 | 4 | -5 | 5 | 15 | -2.4 | 1 | 1 |

Remaining list, next part:
| SMILES | tim23-1 inh | 697 NFkB inh | APJ agonist | Mdm2-MdmX inh | Jurkat NFkB inh | CHOP UPR activ | XBP1 UPR activ | APJ antagonist |
| --- | --- | --- | --- | --- | --- | --- | --- | --- |
| CSCCC(NC(=O)c1ccccc1Cl)C(=O)N1CCCCCCC1 (centres undefined) | 8 | 18 | -4 | 0 | 7 | 0.2 | -3 | -5 |
| COc1ccc(S(=O)(=O)CCC(=O)Nc2c(C)n(C)n(-c3ccccc3)c2=O)cc1 | 17 | -14 | 2 | 49 | -6 | 0.6 | 2 | -4 |
| O=S(=O)(Nc1nc2ccccc2[nH]1)c1ccccc1 | 18 | -36 | -1 | -5 | 10 | 1.7 | 1 | 5 |
| CN(c1ccccc1)c1ncccn1 | 5 | -10 | -4 | 7 | -2 | 0.8 | 4 | 3 |
| O=C(COC(=O)/C=C/c1cccc(F)c1)NC1CCCC1 | 27 | -21 | -3 | 10 | 1 | -2.2 | 0 | -17 |
| Cc1nn(C)c(C(=O)Sc2ccccc2)c1[N+](=O)[O-] | 34 | -1 | -5 | 6 | 1 | 18 | 5 | 27 |
| CCN(c1ccccc1)S(=O)(=O)c1ccc(OC)c(NC(=O)c2ccccc2OC)c1 | 3 | -12 | 6 | 19 | -14 | -0.2 | -1 | -5 |

Just Mdm2-MdmX inh and tim23-1 inh (3 entries from above):
SMILES	Mdm2-MdmX inh	tim23-1 inh
CSCCC(NC(=O)c1ccccc1Cl)C(=O)N1CCCCCCC1 (centres undefined)	0	8
COc1ccc(S(=O)(=O)CCC(=O)Nc2c(C)n(C)n(-c3ccccc3)c2=O)cc1	49	17
O=S(=O)(Nc1nc2ccccc2[nH]1)c1ccccc1	-5	18

Sorted by value in 697 NFkB inh (descending): 3 of the compounds above.
SMILES | 697 NFkB inh | APJ agonist | Mdm2-MdmX inh | Jurkat NFkB inh | XBP1 UPR activ | APJ antagonist
CN(c1ccccc1)c1ncccn1 | -10 | -4 | 7 | -2 | 4 | 3
CCN(c1ccccc1)S(=O)(=O)c1ccc(OC)c(NC(=O)c2ccccc2OC)c1 | -12 | 6 | 19 | -14 | -1 | -5
COc1ccc(S(=O)(=O)CCC(=O)Nc2c(C)n(C)n(-c3ccccc3)c2=O)cc1 | -14 | 2 | 49 | -6 | 2 | -4
